Source: PubChem
SUMO HTRF inh: inhibitors of human SUMOylation (UBC9). HTRF SUMOylation assay, SAE1/SAE2 + UBC9, in vitro. 290,000 compounds, 0.36% hits. AID 2006. inhibition, % at 35 µM. P63279; in the data active means inhibition above about 50%, passing the limit was not always enough; further: strong numbers were not always called active
M18AAP inhibitor: blocks P. falciparum M18 aspartyl aminopeptidase | inhibition, % at 7.35 µM | 290,000 compounds, 1.2% hits | recombinant PfM18AAP, H-Glu-NHMec fluorogenic cleavage;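 active means inhibition above the campaign mean inhibition over all tested compounds plus 3 SD, cut at about 28% in these data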;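 further: 0% = plate median of test compound wells and 100% = 2 mM ZnCl2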
NS3 helicase inh: inhibitors of Hepatitis C virus NS3 helicase | AID 1800 | NS3 helicase DNA unwinding, Cy5 molecular beacon fluorescence | 290,000 compounds, 0.56% hits | inhibition, % at 10.9 µM;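 active means inhibition above the mean of all tested compounds plus 3 SD, set per campaign, cut at about 35% in these data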;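 further: 0% = DMSO wells and 100% = thioflavine S control wells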
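test system = hepatitis C virus NS3 helicase domain fragment enzyme | reagent = annealed dual-labelled DNA beacon duplex, ATP-started | times = 1 h at 25 °C | detection = Cy5 fluorescence, 0 and 60 min reads | read-out basis = percent inhibition from t60/t0 fluorescence ratio | control set = DMSO and thioflavine S | replication = one well per compound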
IDE cell inh: inhibitors of human insulin-degrading enzyme in cells. P14735. HEK cells, FAbetaB cleavage, fluorescence polarization. inhibition, % at 5.59 µM. 320,000 compounds, 0.41% hits. AID 434962;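 active means percent inhibition above the average of all tested compounds plus 3 SD, set per screening campaign, cut at about 16% in these data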;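 further: IDE supplied by intact live HEK cells; FP after avidin binding of uncleaved biotin substrate so inhibition keeps polarization high; 0% = DMSO wells and 100% = 60 µM reference IDE inhibitor Ii1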
Target sequence (P14735 whole entry, looked up): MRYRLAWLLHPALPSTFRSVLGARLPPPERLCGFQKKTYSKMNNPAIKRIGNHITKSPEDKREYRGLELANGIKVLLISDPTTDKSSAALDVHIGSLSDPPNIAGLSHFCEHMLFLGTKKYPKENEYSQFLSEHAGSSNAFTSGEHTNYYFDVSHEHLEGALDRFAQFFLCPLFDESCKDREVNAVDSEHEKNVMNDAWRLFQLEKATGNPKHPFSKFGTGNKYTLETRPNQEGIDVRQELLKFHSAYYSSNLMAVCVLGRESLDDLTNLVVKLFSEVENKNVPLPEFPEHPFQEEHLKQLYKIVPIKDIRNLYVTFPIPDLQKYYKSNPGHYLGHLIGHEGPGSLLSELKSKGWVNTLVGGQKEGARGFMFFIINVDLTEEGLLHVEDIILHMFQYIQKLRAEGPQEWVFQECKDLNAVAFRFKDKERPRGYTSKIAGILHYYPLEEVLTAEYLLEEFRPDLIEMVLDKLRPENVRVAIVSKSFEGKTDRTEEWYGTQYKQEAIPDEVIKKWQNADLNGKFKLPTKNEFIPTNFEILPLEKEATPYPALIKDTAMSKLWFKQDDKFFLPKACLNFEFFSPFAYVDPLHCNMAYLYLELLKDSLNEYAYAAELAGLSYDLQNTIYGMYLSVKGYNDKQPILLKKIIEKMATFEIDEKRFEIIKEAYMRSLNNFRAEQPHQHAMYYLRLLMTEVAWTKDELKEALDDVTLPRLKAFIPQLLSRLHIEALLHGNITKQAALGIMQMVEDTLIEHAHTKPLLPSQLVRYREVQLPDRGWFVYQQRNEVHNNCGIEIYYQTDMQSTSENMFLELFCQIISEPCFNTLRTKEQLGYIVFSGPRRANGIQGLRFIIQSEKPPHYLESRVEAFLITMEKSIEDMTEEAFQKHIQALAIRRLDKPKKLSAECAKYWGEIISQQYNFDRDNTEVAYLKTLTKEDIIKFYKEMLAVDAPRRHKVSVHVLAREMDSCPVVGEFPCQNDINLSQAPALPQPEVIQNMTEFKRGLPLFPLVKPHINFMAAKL
IMP-1 inhibitor: inhibitors of Pseudomonas aeruginosa IMP-1 metallo-beta-lactamase; purified IMP-1, nitrocefin hydrolysis, epi-absorbance fluorescence; inhibition, % at 5.6 µM; 290,000 compounds, 0.45% hits;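 active means inhibition above the mean plus 3 SD of all compounds in the same screening run, cut at about 4.5% in these data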;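 further: 0% = IMP-1 with DMSO and 100% = DMSO wells lacking enzyme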
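Material – recombinant IMP-1 enzyme, purified · Amount – IMP-1 0.2 nM before substrate addition · Medium – HEPES buffer pH 7.1 with ZnSO4 and Brij 35 · Timing – 25 °C, 15 min preincubation, 25 min reaction · Measured by – plate fluorescence quenching by hydrolysis product, ex 480/em 530 nm · Read-out – percent enzyme inhibition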
VIM-2 inhibitor: inhibitors of Pseudomonas aeruginosa VIM-2 metallo-beta-lactamase | purified VIM-2, nitrocefin hydrolysis, epi-absorbance fluorescence | 290,000 compounds, 0.89% hits | inhibition, % at 5.6 µM;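 active means inhibition above the mean of all tested compounds plus 3 SD, cutoff set per screening run, cut at about 7.5% in these data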;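 further: red hydrolysis product quenches plate fluorescence so inhibitors raise well fluorescence; 0% = enzyme with DMSO and 100% = DMSO without enzyme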
IDE act: boosts human insulin-degrading enzyme activity in HEK cells | P14735 | FAbeta-B cleavage, fluorescence polarization; 0% vehicle, 100% cell-free pure enzyme wells | activation, % at 5.96 µM | 340,000 compounds, 0.073% hits | AID 493087;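 active means activation above the mean of all tested compounds plus 3 SD, set per screening campaign, cut at about 17% in these data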
pCIP destab: lowers stability of the mouse p/CIP coactivator protein. Q05BA5. decrease of EGFP signal, % at 10 µM. AID 1984. F442A p/CIP-EGFP cells, EGFP fluorescence, 16 h. 290,000 compounds, 0.01% hits;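 active means EGFP signal decrease of at least 30% at 10 µM or well 3 SD below plate mean, unless failing retest; inactive means the rest, including hits failing retest or dose response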; further: some compounds called inactive have numbers as strong as hits; many of its hits are not listed in these tables
FID counter: displaces DNA intercalator in HCV helicase counter-screen; DNA fluorescent intercalator displacement, fluorescence; inhibition, % at 7.9 µM; 290,000 compounds, 0.17% hits; in the data active means inhibition above about 37%;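 further: 0% = vehicle and 100% = reference compound; higher means more ethidium bromide displaced from hairpin DNA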
Numbers without * were called inactive; . = not tested or not shown.

SMILES | SUMO HTRF inh | M18AAP inhibitor | NS3 helicase inh | IDE cell inh | IMP-1 inhibitor | VIM-2 inhibitor | IDE act | pCIP destab | FID counter
Cc1ccccc1NC(=O)c1ccccc1NC(=O)Cc1cccc2ccccc12 | 15 | 0 | -4 | -1 | -2.0 | -7.5 | 5 | -4 | -8
CC(C)C(c1nnnn1C1CCCC1)N1CCC(C(N)=O)CC1 (stereo unspecified) | 14 | 4 | 0 | -7 | -0.6 | -2.9 | 0 | 8 | -11
Cn1cnc(S(=O)(=O)NC2CCN(Cc3c(F)cccc3Cl)CC2)c1 | 5 | -1 | -5 | 2 | -2.5 | -2.3 | 5 | 3 | -4
COc1ccc(N2C(=S)NC3c4cc(Cl)ccc4OC2(C)C3C(=O)N(C)C)cc1 (stereo unspecified) | 0 | -3 | 15 | -3 | -0.7 | -1.6 | 4 | 3 | -23
C=C(C)CSc1nnc2n(Cc3ccccc3)c(=O)c3c4c(sc3n12)CCC4 | -7 | -14 | -6 | . | -0.9 | -1.2 | 1 | -12 | -2
COc1ccc(OC)c(NC2=NC3(CCCC3)N=C(N)N2)c1 | 10 | 3 | -3 | -8 | -3.5 | -1.6 | -2 | -4 | 0
CC1(C)N=C(SCC(=O)Nc2ccc(Cl)cc2)C(c2ccccc2)=N1 | -14 | 16 | -9 | 1 | -2.7 | -3.6 | -3 | 7 | -11
CCC1CCCCN1C(=O)c1cc(COc2ccc3ncccc3c2)on1 (stereo unspecified) | 13 | 6 | -2 | 0 | -1.9 | -3.3 | -2 | -26 | -24
CN(C)C(=O)c1cc(C(=O)c2ccc(F)cc2F)c[nH]1 | -1 | -3 | 3 | 4 | -0.9 | 0.9 | 5 | -4 | -3
Nc1[nH]n2c(=O)cc(-c3ccccc3)nc2c1N=Nc1ccccc1 | -37 | 6 | 8 | -3 | -2.7 | 1.5 | 5 | -4 | 3

By substructure, the compounds so far containing fluorine
SMILES | SUMO HTRF inh | M18AAP inhibitor | NS3 helicase inh | IDE cell inh | IMP-1 inhibitor | VIM-2 inhibitor | IDE act | pCIP destab | FID counter
Cn1cnc(S(=O)(=O)NC2CCN(Cc3c(F)cccc3Cl)CC2)c1 | 5 | -1 | -5 | 2 | -2.5 | -2.3 | 5 | 3 | -4
CN(C)C(=O)c1cc(C(=O)c2ccc(F)cc2F)c[nH]1 | -1 | -3 | 3 | 4 | -0.9 | 0.9 | 5 | -4 | -3

(continued)
SMILES | SUMO HTRF inh | M18AAP inhibitor | NS3 helicase inh | IDE cell inh | IMP-1 inhibitor | VIM-2 inhibitor | IDE act | pCIP destab | FID counter
C=CCn1c(SCC(=O)NCc2ccco2)nc2sc3c(c2c1=O)CCCC3 | -19 | -5 | 0 | 2 | -2.8 | -4.2 | 1 | 2 | -6
C#Cc1ccc(CN2CCN(CCCc3ccccc3)C(CCO)C2)cc1 (stereo unspecified) | 11 | -12 | -26 | 2 | -1.9 | -1.2 | 2 | -9 | 6
ClC(Cl)(Cl)c1nc2ccccc2n2nncc12 | 10 | 18 | 23 | 1 | -1.9 | 24* | 4 | -17 | -15
CCC(C)NC(=O)CN1C(=O)c2cccc3cccc1c23 (stereo unspecified) | 8 | 3 | 8 | . | -2.8 | -3.6 | -1 | 11 | -6
COc1ccc(-c2noc(-c3ccccc3C(=O)NCc3ccco3)n2)cc1 | 18 | 0 | -8 | 2 | -1.6 | -2.2 | -7 | -2 | -10
CC(C)C(=O)Nc1nnc(-c2ccco2)s1 | 15 | -2 | 0 | -2 | -2.6 | -3.1 | . | 0 | -5
O=C(NN=C1CCCCCC1)c1cccnc1 | -2 | -7 | 3 | 1 | -2.6 | -0.7 | 1 | -18 | 4
Cc1ccc(NC(=O)CCC(=O)N/N=C/c2ccc(O)cc2)cc1 | 10 | -1 | 1 | 0 | 1.4 | 2.0 | 1 | 6 | -5
COc1ccc(N(CC(=O)Nc2ccc(F)cc2)S(=O)(=O)c2ccccc2[N+](=O)[O-])c(OC)c1 | 7 | -3 | -10 | -1 | -1.3 | -2.6 | 5 | -4 | -7
O=C(CN1CCCCCC1)Nc1ccc(Cl)cc1F | -9 | -2 | 5 | 1 | -1.7 | -2.4 | -5 | 3 | -2

Look-ups from the list:
Value for `CC(C)C(=O)Nc1nnc(-c2ccco2)s1` in FID counter: -5
Value for `Cc1ccc(NC(=O)CCC(=O)N/N=C/c2ccc(O)cc2)cc1` in SUMO HTRF inh: 10

(more compounds)
SMILES | SUMO HTRF inh | M18AAP inhibitor | NS3 helicase inh | IDE cell inh | IMP-1 inhibitor | VIM-2 inhibitor | IDE act | pCIP destab | FID counter
CN(C(=O)c1ccc(COc2ccccc2Cl)o1)c1ccccc1 | -7 | -2 | -1 | 9 | -4.2 | -4.4 | -3 | -11 | -34
COc1ccccc1OCC(=O)N/N=C1\CCCCc2ccccc21 | 19 | -3 | -3 | 6 | -1.7 | -2.0 | -4 | -4 | -33
Fc1ccc2nc(C3CCN(Cc4nc(CC5CC5)no4)CC3)[nH]c2c1 | -2 | 2 | 0 | 1 | -5.3 | -2.9 | 2 | 12 | -12
CCOC(=O)C1CCCN(C2=NC(=O)/C(=C/c3ccc(OC)c(OC)c3)S2)C1 (stereo unspecified) | 11 | 2 | -3 | 4 | -1.7 | 0.1 | -1 | -6 | -35
CCC(C)(C)NC(=O)C(OC(=O)c1cc2sccc2n1C)c1ccc(OC)cc1 (stereo unspecified) | 15 | -2 | 5 | -1 | -1.5 | -0.8 | 7 | 8 | -2
NC(=O)C1CCN(C(=O)COc2ccc3ccccc3c2Br)CC1 | 6 | -8 | 3 | -2 | -0.5 | 0.4 | 4 | -8 | -26
Cc1ccc(S(=O)(=O)NCCCCCC(=O)Nc2ccccc2)cc1 | -24 | -1 | 3 | 9 | -2.0 | -4.0 | 2 | -2 | -27
CC(=O)Nc1nnc(-c2c(-c3ccccc3Cl)noc2C)o1 | 6 | 2 | -4 | -1 | -2.4 | -2.1 | 0 | 0 | -1
COc1ccc(NC(=O)N2CCC(C(=O)c3ccc(F)cc3)CC2)cc1 | 2 | -9 | 4 | 8 | -0.9 | 0.1 | -4 | -14 | -14
NNC(=O)CNC(=O)c1ccc(F)cc1 | -10 | 0 | -8 | 7 | -5.3 | -4.5 | 3 | 0 | -4
O=c1nc2sc3ccccc3n2c(=O)n1-c1ccc(Cl)cc1 | 6 | -7 | -5 | 0 | -1.8 | -1.5 | -3 | -1 | 2
CCOC(=O)CC1(NC(=O)C2CCC(=O)N(Cc3ccccc3F)C2)CCCCC1 (stereo unspecified) | -12 | 1 | 22 | -2 | 1.6 | 1.6 | 2 | -5 | -29
Cc1ccnc(NS(=O)(=O)c2ccc(NC(=O)c3ccc(C)o3)cc2)n1 | 1 | 3 | 2 | 1 | -4.5 | -3.3 | 0 | -6 | -2
COc1cccc(N2CCN(c3ncccn3)CC2)c1 | 17 | 24 | -3 | -3 | -1.7 | -0.7 | 0 | -4 | -7
CC(C)CN1C2CCCC1CC(NC(=O)c1ccc([N+](=O)[O-])cc1)C2 (stereo unspecified) | -4 | -5 | 10 | -10 | -0.6 | 0.9 | -3 | 7 | 10
CCN(CC)c1ccc(NC2CC(=O)N(CCc3ccc(OC)cc3)C2=O)cc1 (stereo unspecified) | 12 | 18 | 33 | 4 | -2.5 | -0.9 | 1 | -24 | -10
COc1ccc2c(c1)OC(O)(C(F)(F)F)CC2=O (stereo unspecified) | 7 | -5 | 0 | 5 | -2.6 | -3.3 | 1 | 0 | 4
COc1ccc(C(=O)C2CCCN(Cc3cn[nH]c3-c3ccc(F)cc3)C2)cc1OC (stereo unspecified) | -2 | 4 | -25 | 3 | -5.0 | -1.9 | -2 | -9 | 12
O=C(CCNS(=O)(=O)c1ccc(Cl)cc1)N1CCOCC1 | -8 | -5 | 5 | 5 | -4.5 | -4.3 | 1 | -12 | -11
CN(C)c1ccc(N=Nc2cccc(F)c2)cc1 | 9 | 7 | 18 | 4 | -5.2 | -4.2 | 8 | -8 | -5
CCN(CC)S(=O)(=O)c1ccc(N/N=C/c2ccc(OC)c(OC)c2OC)nc1 | -7 | 28 | 0 | -2 | -4.9 | -3.4 | -6 | -29 | -6
CC(C)CC(=O)c1c[nH]c(C(=O)NCc2cccnc2)c1 | -7 | 9 | -8 | 2 | -3.4 | 0.6 | -1 | 0 | -3
O=C(Nc1cccc(Br)c1)c1cc2ccccc2o1 | 8 | 12 | -12 | 1 | -0.9 | 1.2 | -3 | 5 | -3
CC(=O)N1CCN(S(=O)(=O)c2cccc(C(=O)Nc3ccc4c(c3)OCO4)c2)CC1 | -3 | -9 | 3 | -3 | -2.5 | -0.3 | 5 | 4 | -12
CN(c1ccc(C(=O)NCCSCc2c(F)cccc2Cl)cc1)S(C)(=O)=O | -6 | 3 | 6 | 9 | -1.6 | -1.1 | -2 | -5 | -6
CCN(CC)CCNC(=O)CCc1c(C)nc2c(c(C)nn2-c2ccc(C)c(C)c2)c1C | 18 | 1 | -70 | . | -2.4 | 3.5 | 4 | -1 | 26
O=C(/C=C/c1ccc(OCCCF)cc1)NCc1ccc(Cl)c(Cl)c1 | -6 | 5 | 0 | 0 | -2.3 | -3.6 | 4 | -1 | -7
CCOC(=O)C1=C(C)Nc2nc3ccccc3n2C1c1cccs1 (stereo unspecified) | 6 | -1 | 6 | 3 | -4.7 | -3.4 | -2 | 8 | -6
CCCS(=O)(=O)N1CCCC(C(=O)NCCN(C)Cc2ccccc2)C1 (stereo unspecified) | 32 | -14 | -3 | 6 | 0.8 | 1.0 | -3 | -12 | 6
COC(=O)[C@H](C)NC(=O)NCc1ccco1 | -3 | 23 | 5 | -4 | 1.0 | 0.7 | 3 | 9 | 2
CCCSC1=C(C#N)C(c2cccs2)CC(=O)N1 (stereo unspecified) | -1 | 8 | 19 | -5 | -3.2 | -1.3 | 3 | -8 | -1
Cc1ccc(SC(C)C(=O)NC2CC2)cc1 (stereo unspecified) | 6 | -2 | -2 | -1 | 0.6 | -3.4 | -1 | 17 | -3
CCCOc1ccc(C(NC(=O)CC(C)C)NC(=O)CC(C)C)cc1OC | 0 | 1 | 4 | 4 | -1.6 | -0.6 | 2 | 0 | -6
CC(C)C(c1nnnn1CCc1ccccc1)N1CCN(C(=O)c2ccco2)CC1 (stereo unspecified) | 15 | -11 | 12 | . | -5.8 | -4.4 | -6 | -5 | -34
CN(Cc1ccccc1)C(=O)c1[nH]cnc1C(=O)N[C@@H](Cc1ccccc1)C(=O)OC(C)(C)C | -9 | 4 | -14 | 4 | -7.0 | -5.1 | 3 | 6 | -44
Cc1ccc(-c2csc(N=C(N)N)n2)c(C)c1 | 12 | 3 | -30 | 0 | -1.0 | 0.2 | . | -14 | 12
CN(C)S(=O)(=O)c1cccc(NC(=O)COC(=O)CCOc2ccccc2)c1 | 9 | -5 | -17 | 7 | -3.6 | -0.1 | 5 | 6 | -11
O=C(C1CC1)N1CCc2cc(Br)cc(S(=O)(=O)NCCN3CCOCC3)c21 | 7 | -4 | 15 | -1 | -5.1 | -3.1 | 2 | 2 | 4
CCCNC(=O)CSc1nc2ccccc2c(=O)n1CCC | 3 | -9 | -11 | 2 | -3.8 | 0.6 | 0 | -32 | -13
